# Screens as filed in PubChem BioAssay.
# KDM4E inh – qHTS Assay for Inhibitors of Human Jumonji Domain Containing 2E (JMJD2E); Lysine-specific demethylase 4E (Homo sapiens), B2RXH2; JMJD2E catalytic domain, FDH-coupled NADH fluorescence (FDH is formaldehyde dehydrogenase); Potency, µM (series often up to 57.1 µM), inactives show top-dose activity change, negative = inhibition, most hits filed as inhibitors; 230,000 tested, 1.6% active; AID 2147, 2009; active means well fitted inhibition curve with a large enough effect, not every such curve was filed as active; inconclusive means small, poorly fitted or top-dose-only effect, or another doubt; inactive means no such curve, though single readings can be large or run the other way;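 further: 0% = wells with enzyme and -100% = buffer wells without enzyme; nearly all actives have a fitted effect of over 50% in size; many of its hits are not listed in these tables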
# SMN2 splice up – qHTS Assay for Enhancers of SMN2 Splice Variant Expression; HEK293 SMN2-luciferase splicing reporter, luminescence, 30-36 h; 210,000 tested, 2.8% active; Potency, µM (top dose mostly 46.1 µM), inactives show at the top dose activity change, positive = activation, usual class: activators; further: % of control where 0% means no effect; nearly all actives have a fitted effect of over 55% in size
#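 qHTS luciferase splicing reporter: luminescence rises when SMN2 exon 7 is included in transfected HEK293 cells. Compound exposure lasted 30-36 h at 37C, with 4.5 mM final sodium butyrate as control, followed by a ONE-Glo read.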
# GAA spleen mod – qHTS Assay for Inhibitors and Activators of Human alpha-Glucosidase From Spleen Homogenate; Lysosomal alpha-glucosidase (Homo sapiens), P10253; human spleen homogenate, 4-MU-alpha-glucoside fluorescence; Potency, µM (titrated, usually from 79.9 µM), for the others: at the top dose activity change, negative = inhibition, actives largely listed as inhibitors; 240,000 tested, 0.006% active; AID 2112, 2009;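 further: 0% = enzyme with vehicle and -100% = no enzyme basal signal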
#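 Enzyme source: human spleen homogenate, 1 ug/well. Buffer 50 mM citric acid/K phosphate pH 5.0, 0.01% Tween-20. 4-MU-alpha-glucoside 1 mM; 37 C x 40 min; NaOH/glycine stop; fluorescence.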
# GAA inh – qHTS Assay for Inhibitors of Human alpha-Glucosidase as a Potential Chaperone Treatment of Pompe Disease; 200,000 tested, 0.005% active; Lysosomal alpha-glucosidase (Homo sapiens), P10253; purified human GAA, 4-MU-alpha-glucoside fluorescence; Potency, µM (doses to about 76.9 µM), for the others: at the top dose activity change, negative = inhibition, usual class: inhibitors;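 further: plate controls were uninhibited enzyme wells for no effect and no-enzyme background for full effect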
#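 Fluorogenic assay: 4 nM human alpha-glucosidase with 400 uM 4-methylumbelliferyl-alpha-D-pyranoside in 50 mM citrate/phosphate, 0.005% Tween-20, pH 5.0, 20 min at room temperature. Compounds tested up to 77 uM; AC50 from Hill fits.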
# RGS12 GoLoco inh – qHTS Assay for Inhibitors of RGS12 GoLoco Motif Activity (Red Fluorophore) | Guanine nucleotide-binding protein G(i) subunit alpha-1 (Homo sapiens), P63096 | 230,000 tested, 0.44% active | Gai1:RGS12 GoLoco peptide FP, rhodamine, 10 min | Potency, µM (series often up to 61.6 µM), without a hit: at the highest dose activity, negative = inhibition, hits mostly inhibitors | AID 880, 2007; active means well fitted inhibition curve with a large enough effect, not every such curve was filed as active; inactive means no such curve, though single readings can be large or run the other way; further: on the % scale 0 is the no-effect control and ±100 the full control effect; nearly all actives have a fitted effect of over 30% in size; many of its hits are not listed in these tables
# Target sequence (P63096 whole entry, looked up): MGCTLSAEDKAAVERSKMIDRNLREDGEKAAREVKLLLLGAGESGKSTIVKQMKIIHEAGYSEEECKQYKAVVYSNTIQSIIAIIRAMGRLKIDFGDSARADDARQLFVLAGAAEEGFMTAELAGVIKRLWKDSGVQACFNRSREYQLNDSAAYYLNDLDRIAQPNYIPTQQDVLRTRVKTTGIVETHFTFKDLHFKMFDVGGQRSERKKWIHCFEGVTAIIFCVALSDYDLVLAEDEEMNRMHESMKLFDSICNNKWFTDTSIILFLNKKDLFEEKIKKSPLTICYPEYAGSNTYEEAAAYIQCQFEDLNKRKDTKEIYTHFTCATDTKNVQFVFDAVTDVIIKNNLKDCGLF
# GLA spleen mod – qHTS Assay for Inhibitors and Activators of Human alpha-Galactosidase From Spleen Homogenate; Alpha-galactosidase A (Homo sapiens), P06280; AID 2107, 2009; Potency, µM (series often up to 80 µM), without a hit: top-dose activity change, negative = inhibition, hits mostly inhibitors; 240,000 tested, 0.008% active; human spleen homogenate, 4MU-alpha-Gal fluorescence, 40 min;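 further: 0% = enzyme with vehicle and -100% = no enzyme basal signal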
#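 Human spleen homogenate (1 ug) was the enzyme source, with 4-methylumbelliferyl-alpha-D-galactopyranoside (1 mM final) in pH 5.0 citrate buffer with 0.01% Tween-20. Compounds were titrated; after 40 min at 37C, NaOH/glycine stop, 4-MU fluorescence read; AC50 from Hill fits.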
# ALDH1A1 inh – qHTS Assay for Inhibitors of Aldehyde Dehydrogenase 1 (ALDH1A1); Aldehyde dehydrogenase 1A1 (Homo sapiens), P00352; Purified ALDH1A1, NADH fluorescence, propionaldehyde substrate; Potency, µM (top dose mostly 75.3 µM), for the others: at the top dose activity, negative = inhibition, usual class: inhibitors; 220,000 tested, 7.3% active; AID 1030, 2008; active means well fitted inhibition curve with a large enough effect, not every such curve was filed as active; inconclusive means small, poorly fitted or top-dose-only effect, or another doubt; inactive means no such curve, though single readings can be large or run the other way;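 further: plate controls were no enzyme wells and a reference inhibitor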
# Target sequence (P00352 whole entry, looked up): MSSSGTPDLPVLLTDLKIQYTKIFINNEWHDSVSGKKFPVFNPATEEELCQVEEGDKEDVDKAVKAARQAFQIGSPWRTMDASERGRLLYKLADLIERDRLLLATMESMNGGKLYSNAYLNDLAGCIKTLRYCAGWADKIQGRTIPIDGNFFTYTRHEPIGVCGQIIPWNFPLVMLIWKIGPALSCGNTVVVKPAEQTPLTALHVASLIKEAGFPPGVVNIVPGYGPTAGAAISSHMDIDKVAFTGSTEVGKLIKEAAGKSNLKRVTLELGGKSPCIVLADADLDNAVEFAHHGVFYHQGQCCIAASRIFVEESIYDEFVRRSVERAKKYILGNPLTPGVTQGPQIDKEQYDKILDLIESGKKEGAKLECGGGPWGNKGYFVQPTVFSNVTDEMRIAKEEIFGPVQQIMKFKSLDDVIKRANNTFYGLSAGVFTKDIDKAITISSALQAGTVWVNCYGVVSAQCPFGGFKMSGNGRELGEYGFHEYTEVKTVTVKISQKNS
# GAA glycogen – qHTS Assay for Inhibitors and Activators of Human alpha-Glucosidase Cleavage of Glycogen. Potency, µM (highest dose often 76.4 µM), for the others: top-dose activity change, negative = inhibition, hits mostly inhibitors. AID 2100, 2009. Lysosomal alpha-glucosidase (Homo sapiens), P10253. 300,000 tested, 0.38% active. recombinant GAA, glycogen substrate, Amplex Red glucose oxidase fluorescence;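 further: 0% = full enzyme reaction and -100% = no-enzyme basal signal; the screen sought inhibitors and activators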
#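 Recombinant human enzyme (4 nM); glycogen substrate; 37 C, 40 min, pH 5.0. Readout: coupled glucose oxidase/Amplex Red fluorescence.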
# Starred values were filed as active, the others as inactive; ? = inconclusive; . = not tested or not shown; [ ] = another dose, or the depositor's remark. Unless noted, the call rests on the fitted dose curve; in most records, active means well fitted curve in the direction sought with a large enough effect; inconclusive means small, poorly fitted or top-dose-only effect, or another doubt; inactive means no such curve, though single readings can be large; an effect the other way counts as inactive or inconclusive. Potency means the concentration at half of the fitted maximal effect.
molecule	KDM4E inh	SMN2 splice up	GAA spleen mod	GAA inh	RGS12 GoLoco inh	GLA spleen mod	ALDH1A1 inh	GAA glycogen
CN1CCc2c(sc3ncn4nc(-c5ccccc5O)nc4c23)C1	22µM*	?	-4%	1%	37%[activator]	5%	?	?
CCn1cc(Cl)c(C(=O)N2N=C(c3ccc4ccccc4c3)CC2c2ccccc2O)n1 (configuration not stated)	4%	-13%	8%	0%	6%	-5%	6%	12%
Cc1ccc(NC(=S)N2CCC(N(C)CC3CCCO3)CC2)cc1 (configuration not stated)	4%	4%	7%	0%	10%	0%	9%	8%
C=CCn1c(O)c(CN2CCCCC2)c(C)c(C#N)c1=O	?	11%	-1%	2%	164%[activator]	-8%	?	-10%
COc1cc(CNc2ccccc2SC)ccc1O	?	1%	0%	-4%	-3%	15%	?	?
O=c1c2c3c(sc2nc(N2CCNCC2)n1CCc1ccccc1)CCCCC3	1%	.	6%	.	12%	12%	.	.
O=C(c1c(F)cccc1F)N1CCC(O)(c2cccnc2)CC1	7%	3%	-2%	-2%	5%	1%	2%	4%
CC(=O)NNC(=S)NC(=O)c1ccccc1	?	-10%	-1%	-3%	-5%	-1%	18µM*	?
Cc1ncc([N+](=O)[O-])n1CCOC(=O)Nc1ccc(Cl)c(Cl)c1	2%	-10%	1%	-19%	-1%	10%	?	14%
CN=C(Nc1cc(C)nn1-c1ccccc1)c1ccccc1F	7%	-4%	-6%	-6%	-11%	-2%	15%	7%
O=C(COC(=O)COc1cccc(Br)c1)Nc1c(Cl)cccc1Cl	-5%	19%	5%	3%	37%[activator]	2%	8%	-5%
Cc1ccc(N2C(=O)c3ccccc3C2=O)cc1Cl	4%	6%	3%	-6%	8%	5%	8%	-14%
Cc1noc(C)c1CSCC(=O)NC1=NCCS1	8%	.	2%	0%	.	-3%	-3%	4%
Cc1ccc(C(=O)COC(=O)CNC(=O)c2ccc(N3C(=O)c4ccccc4C3=O)cc2)cc1C	-7%	11%	4%	-1%	5%	4%	5%	1%
Cc1sc(NC(=O)c2sc3nc4c(C)cccc4cc3c2N)c(C#N)c1C	?	-4%	-6%	-13%	116%[activator]	-7%	2.8µM*	-10%
COc1ccc(CCNC(=O)CSc2nnc3ccccn23)cc1	?	14%	4%	6%	2%	0%	-3%	-4%
O=C(NCCN1CCOCC1)Nc1cccc(Cl)c1	-21%	-1%	-1%	-3%	-12%	-6%	0%	4%
O=C(CSc1ccsc1[N+](=O)[O-])Nc1cccc(F)c1	-10%	3%	6%	-4%	19%	-1%	?	30%
COc1ccccc1N=C1SC(C)CN1C(=O)C1CCC1 (configuration not stated)	1%	-10%	1%	-10%	-2%	3%	4%	14%
Cc1cc(N2CCCCC2)ccc1[N+](=O)[O-]	4%	2%	0%	-1%	1%	0%	-1%	1%

# Rewritten with the structure last: entries from further up.
KDM4E inh | SMN2 splice up | GAA spleen mod | GAA inh | RGS12 GoLoco inh | GLA spleen mod | ALDH1A1 inh | GAA glycogen | molecule
? | -10% | -1% | -3% | -5% | -1% | 18µM* | ? | CC(=O)NNC(=S)NC(=O)c1ccccc1
2% | -10% | 1% | -19% | -1% | 10% | ? | 14% | Cc1ncc([N+](=O)[O-])n1CCOC(=O)Nc1ccc(Cl)c(Cl)c1
7% | -4% | -6% | -6% | -11% | -2% | 15% | 7% | CN=C(Nc1cc(C)nn1-c1ccccc1)c1ccccc1F

# (continued)
molecule	KDM4E inh	SMN2 splice up	GAA spleen mod	GAA inh	RGS12 GoLoco inh	GLA spleen mod	ALDH1A1 inh	GAA glycogen
CC(NC(=O)c1cnc2n(c1=O)CCS2)c1ccccc1 (configuration not stated)	-1%	-2%	-3%	4%	0%	-2%	?	3%
COc1cc(/C=N/NC(=O)COc2c(C)cc([N+](=O)[O-])cc2C)ccc1OC(=O)c1ccccc1	-5%	-2%	4%	-11%	-10%	-5%	11%	-3%
Nc1nc(-c2cccnc2)nn1C(=O)c1ccccc1Cl	4%	1%	5%	-5%	15%	-1%	-4%	1%
O=C(Nc1ccc(F)cc1F)c1cc(-c2ccco2)on1	-4%	-17%	-1%	?	32%[activator]	2%	-10%	3%
COCC(C)n1c(SCC(=O)NNC(=O)c2ccccc2)nc2ccccc2c1=O (configuration not stated)	-2%	8%	0%	0%	6%	7%	0%	6%
Cc1cc(=O)[nH]c(SCc2nnnn2-c2ccc(Cl)cc2)n1	10%	-6%	3%	-2%	5%	-1%	-8%	-1%
COc1ccc(/C=C/C(=O)OCC(=O)Nc2c(C)cccc2C)cc1	?	1%	-19%	5%	1%	-14%	9%	2%
CS(=O)(=O)N(CC(=O)Nc1cccc(Cl)c1)c1ccccc1Cl	-3%	-17%	-4%	?	0%	-17%	-2%	1%
Cn1nc(C(=O)OCC(=O)Nc2sccc2C(N)=O)c2ccccc2c1=O	4%	.	-5%	-4%	12%	-9%	4%	-2%
CCC(Sc1nncn1C)C(=O)Nc1nnc(-c2ccccc2Cl)s1 (configuration not stated)	0%	22%	5%	0%	1%	28%	?	-3%
C=CCOc1c(OC)cc(Cl)cc1C1NC(=O)NC(C)=C1C(C)=O (configuration not stated)	4%	-20%	-2%	-7%	8%	0%	10%	-11%
CCOCC(=O)Nc1cc([N+](=O)[O-])ccc1OC	2%	.	5%	0%	5%	4%	22µM*	0%
Cc1sc2ncnc(NCC(c3ccco3)N(C)C)c2c1C (configuration not stated)	-4%	-38%	-5%	?	-14%	12%	?	?
CN(C(=O)COC(=O)c1c[nH]c(=O)[nH]c1=O)C1CCCCC1	-1%	7%	-4%	-10%	-6%	1%	-7%	8%
CCCSc1nc2cc(C)c(C)cc2n1CC(O)CO (configuration not stated)	-4%	7%	2%	7%	5%	-5%	1%	6%
O=c1oc2ccccc2c2c1ncn2CCN1CCOCC1	7%	.	1%	-7%	.	-3%	10%	11%
COc1ccc(/C=N/NC(=S)NC2CCS(=O)(=O)C2)cc1 (configuration not stated)	-5%	.	6%	-1%	.	12%	0%	-18%
N/C(=N\OC(=O)CCCCCN1C(=O)c2ccccc2C1=O)c1ccccc1	-7%	-2%	-6%	1%	-5%	-2%	?	-6%
Cc1cc(C)n(-c2ccc(Oc3ccccc3)c(S(=O)(=O)O)c2)n1	3%	18%	-6%	-3%	4%	1%	8%	10%
C=CCn1c2ccccc2n2nc(C)c(=O)nc12	?	6%	-2%	2%	-6%	-2%	?	-6%
COc1cccc2cc(C(=O)n3ccc(C)n3)c(=O)oc12	-15%	7%	-3%	3%	-9%	7%	1%	0%
COc1cc(OC)cc(C(=O)N[C@H](C(=O)Nc2ccc(NC(C)=O)cc2)C(C)C)c1	3%	-2%	-6%	1%	12%	-9%	-6%	-6%
COc1cccc(NC(=O)CSc2nnc(Cc3cccn3C)n2-c2ccc(F)cc2)c1	-11%	-16%	-12%	-16%	4%	-1%	14µM*	-9%
Cc1c(Cl)c(C(=O)Nc2nc3ccccc3n2CCN2CCCCC2)nn1C	4%	-3%	-6%	2%	9%	-4%	5%	14%
CC(C)CC(=O)NN1CCCCC1	-4%	5%	2%	2%	-3%	3%	12%	-10%
COc1ccc(-n2c(SCC(=O)Nc3ccc(Br)cc3)nc(O)cc2=O)cc1	-3%	.	4%	.	41%[activator]	9%	.	2%
O=C(O)C1CCCN1S(=O)(=O)c1ccc(Cl)c(Cl)c1 (configuration not stated)	3%	18%	-11%	4%	6%	1%	9%	2%
N#CC1=C(c2ccccc2)/C(=C/c2ccccc2)OC1=O	?	-10%	1%	0%	12%	7%	?	8%
CCNC(=O)c1ccccc1SCc1ccccc1	-1%	-11%	-1%	4%	-8%	0%	2%	-1%
Cc1cccc(C)c1NS(=O)(=O)c1ccc2c(c1)NC(=O)CO2	1%	-8%	2%	-1%	2%	0%	8%	1%
COc1ccc(Br)cc1/C=C/C(=O)c1ccc(NC(C)=O)cc1	1%	-105%[inhibitor]	-8%	5%	6%	-3%	16%	0%
Cc1ccc(C)c(Cn2nnc3c(=O)[nH]c(C4CCCN(C(=O)C5CCC5)C4)nc32)c1 (configuration not stated)	-10%	-4%	-13%	-1%	1%	-13%	?	3%
Cc1ccc(-n2c(=O)[nH]c3ncccc3c2=O)cc1	7%	.	3%	-12%	-13%	-1%	?	-8%
CC(/C=C/c1ccccc1)=N\NC(=O)CSc1ccccn1	-5%	5%	-5%	-6%	4%	-10%	-9%	13%
Cc1ccc(NC(=O)CN2CCC(Cc3ccccc3)CC2)cc1S(=O)(=O)N(C)C	?	-35%[inhibitor]	0%	0%	-2%	-7%	?	3%
Cc1ccc(Cc2c(C)nc3nc(SCC(=O)NCc4ccco4)nn3c2C)cc1	-7%	4%	-4%	-3%	2%	-1%	-10%	-5%
OCc1nc2ccccc2n1CCCOc1ccc(Br)cc1	-3%	-9%	3%	-3%	-11%	7%	17%	-7%
COC(=O)Cc1c(O)ccn(CCc2c[nH]c3ccc(OC)cc23)c1=O	-2%	.	-8%	.	1%	5%	0%	-11%
CC(=O)Oc1ccc(C(=O)Nc2cc(C)ccc2NC(=O)COc2ccccc2)cc1	8%	-4%	3%	6%	-3%	1%	-9%	1%
CN(CCC#N)C(=O)CSc1ncnc2sc(-c3ccccc3)cc12	?	-22%	-7%	-29%	14%	3%	?	3%

# Not all compounds are listed; rates above refer to the full screens.
